# Screens as filed in PubChem.
# CYP2C19 inh = inhibitors of human CYP2C19; inhibition, % at 5 µM; P33261; 96,000 tested, 21% active; CYP2C19 Supersomes, luciferin-H EGE luminescence, 30 min;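 active = CYP2C19 inhibition above a set limit at 5 µM in the primary screen, cut at about 50% in these data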;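 also: plate controls were negative control wells for no effect and 2.5 mM tranylcypromine positive control for full effect; values of inactives mirror those of a sister screen read the other way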
# CYP2C19 act = cytochrome P450 2C19 (human) activation; recombinant CYP2C19, luciferin-H EGE luminescence; active compounds read high; 0 = fully inhibited enzyme, 1 = untreated enzyme; activation factor at 5 µM; 96,000 tested, under 10 active;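 active = activation factor of at least 2 at 5 µM in the primary screen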;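 also: 0 = wells with 2.5 mM tranylcypromine and 1 = vehicle-only wells; values of inactives mirror those of a sister screen read the other way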
# hDAT+cocaine = changed human dopamine transporter uptake under cocaine IC80; Q01959; LLC-PK1 hDAT cells, [14C]-dopamine uptake with cocaine IC80; actives deviate in either direction; B-score at 10 µM; 110,000 tested, 1.3% active; AID 449768;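 active = Z score or B-score, a plate-position-corrected score, falls beyond the plate's 99.7% confidence bounds, in either direction; inactive = both scores lie inside the 99.7% bounds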;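 also: scored against the spread of the other compound wells on the same plate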
# PostGolgi yeast = growth inhibition of a yeast mutant, post-Golgi transport screen. post-Golgi transport phenotypic cell assay. inhibition, % at 10 µM. 98,000 tested, 0.9% active;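 also: yeast cells grown in 1536-well plates; yeast grown about 18 h at 30C before absorbance read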
# sEH inhibitor = inhibitors of human soluble epoxide hydrolase; P34913; recombinant human sEH enzymatic activity assay; inhibition, % at 2 µM; 91,000 tested, 0.34% active; AID 707; in the data active = inhibition above about 80%; also: values of inactives mirror those of a sister screen read the other way; many of its hits are not listed in these tables
# Target sequence (P34913 whole entry, looked up): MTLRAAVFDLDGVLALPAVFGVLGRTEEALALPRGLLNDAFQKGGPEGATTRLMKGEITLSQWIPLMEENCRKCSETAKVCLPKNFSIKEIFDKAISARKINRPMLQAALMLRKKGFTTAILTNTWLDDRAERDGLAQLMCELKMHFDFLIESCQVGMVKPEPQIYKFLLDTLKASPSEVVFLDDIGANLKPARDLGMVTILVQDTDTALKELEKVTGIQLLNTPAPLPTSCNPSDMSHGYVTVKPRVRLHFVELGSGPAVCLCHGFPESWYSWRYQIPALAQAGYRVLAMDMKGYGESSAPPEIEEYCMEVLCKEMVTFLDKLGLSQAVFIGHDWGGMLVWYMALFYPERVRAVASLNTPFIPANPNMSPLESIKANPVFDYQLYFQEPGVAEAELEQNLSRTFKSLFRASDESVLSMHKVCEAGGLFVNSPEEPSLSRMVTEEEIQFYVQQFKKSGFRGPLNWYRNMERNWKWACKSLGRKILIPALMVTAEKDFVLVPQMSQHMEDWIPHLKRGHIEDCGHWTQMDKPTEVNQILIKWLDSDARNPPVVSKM
# S1P2 ag = S1P2 (human) receptor agonism. O95136. S1P2-expressing cell line, agonist reporter read-out. activation, % at 4.5 µM. 97,000 tested, 0.46% active; in the data active = activation above about 16%;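 also: 0% = vehicle low control and 100% = maximal reference agonist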
# Target sequence (O95136 whole entry, looked up): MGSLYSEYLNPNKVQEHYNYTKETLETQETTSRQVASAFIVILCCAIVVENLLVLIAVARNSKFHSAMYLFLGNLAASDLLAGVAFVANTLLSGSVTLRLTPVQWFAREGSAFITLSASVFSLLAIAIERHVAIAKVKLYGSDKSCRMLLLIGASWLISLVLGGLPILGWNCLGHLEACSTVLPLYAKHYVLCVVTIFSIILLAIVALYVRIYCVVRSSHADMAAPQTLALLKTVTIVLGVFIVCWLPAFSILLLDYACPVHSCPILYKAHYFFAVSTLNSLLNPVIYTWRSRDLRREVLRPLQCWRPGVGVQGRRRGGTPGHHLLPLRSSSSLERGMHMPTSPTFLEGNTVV
# sEH act = soluble epoxide hydrolase (human) activation | 91,000 tested, 0.04% active | P34913 | activation, % at 2 µM | AID 717 | purified human sEH enzymatic activity, activator screen; in the data active = activation above about 37%; also: values of inactives mirror those of a sister screen read the other way
# PostGolgi ctrl = growth of the yeast control strain, post-Golgi counter-screen; efflux-deficient yeast background strain, growth absorbance A615, 16 h; inhibition, % at 10 µM; 98,000 tested, 5% active
# S1P2 blocker = blocks the human S1P2 receptor. O95136. cell-based S1P2 antagonist assay, inhibition at 5 uM. inhibition, % at 5 µM. 97,000 tested, 0.21% active. AID 736; in the data active = inhibition above about 45%;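 also: CRE beta-lactamase reporter cells expressing human S1P2 stimulated with S1P; 0% = agonist at EC80 alone and 100% = agonist plus reference antagonist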
# * hit, by the source's call; x = no result given. Rule as the data show it, unless noted: active = inhibition above about 30%; inactive = the rest.
# A first look, two compounds:
# Under each structure – CYP2C19 inh	CYP2C19 act	hDAT+cocaine	PostGolgi yeast	sEH inhibitor	S1P2 ag	sEH act	PostGolgi ctrl	S1P2 blocker
CCOc1cc(NC(=S)Nc2ccccc2)c(OCC)cc1NC(=O)c1ccccc1
→ -6	1.1	-0.18	0	-4	-8	7	-9	13
CCOC(=O)Nc1ccc2c(c1)N(C(=O)N(C)C)c1ccccc1CC2
→ 72*	0.3	-0.71	6	20	0	-20	14	6

# This part in full, from the first entry:
# Under each structure – CYP2C19 inh	CYP2C19 act	hDAT+cocaine	PostGolgi yeast	sEH inhibitor	S1P2 ag	sEH act	PostGolgi ctrl	S1P2 blocker
CCOc1cc(NC(=S)Nc2ccccc2)c(OCC)cc1NC(=O)c1ccccc1
→ -6	1.1	-0.18	0	-4	-8	7	-9	13
CCOC(=O)Nc1ccc2c(c1)N(C(=O)N(C)C)c1ccccc1CC2
→ 72*	0.3	-0.71	6	20	0	-20	14	6
CCOC(=O)c1nnn(-c2nonc2N)c1COc1ccc(F)cc1
→ 14	0.9	-0.087	5	-4	-3	7	8	-4
O=C(NCCN1CCOCC1)c1cccc(S(=O)(=O)N2CCCCCC2)c1
→ 6	0.9	0.036	0	-1	-6	1	0	9
CC(NC(=O)CSc1ncccn1)c1ccccc1 (centres undefined)
→ 78*	0.2	-0.39	2	0	-1	0	3	8
CCN1CC=C2C(C1)C(c1ccc(Cl)s1)C(C#N)=C(N)C2(C#N)C#N (centres undefined)
→ 70*	0.3	x	5	3	3	-4	1	-6
Cc1cc(SCC(=O)N2CCC(c3noc4ccc(F)cc34)CC2)nc2ccccc12
→ 44	0.6	2	10	-8	-8	5	34*	14
Cc1cc(C)n(C(=O)CNC(=O)COc2ccccc2)n1
→ 13	0.9	-1.5	1	x	-1	x	3	-23
Cc1ccc(Cn2ncc3c(N4CCN(c5ccccc5C)CC4)ncnc32)cc1
→ 60*	0.4	0.15	-4	-12	-5	12	12	15
CCOC(=O)CSc1nc(N)c(C#N)c(CC(C)C)c1C#N
→ 9	0.9	0.043	1	2	-5	-4	40*	3
C=CCN(C(=O)CNC(=O)c1ccco1)C(C(=O)NC1CCCCC1)c1ccc(OC)cc1OC (centres undefined)
→ 46	0.5	-0.48	21	-7	-7	6	-1	26
Cc1ccc(N(C(=O)Cn2nnc3ccccc32)C(C(=O)NCc2ccco2)c2ccc(C)o2)cc1 (centres undefined)
→ 39	0.6	-0.2	6	x	x	x	19	x
NC(=O)c1oc2ccccc2c1NC(=O)C1CCCCC1
→ 1	1	0.63	7	x	x	x	11	x
COc1ccc(Nc2nccc(OC)c2C#N)cc1
→ -9	1.1	0.28	-14	-13	-3	12	11	17
CC(=O)C1C(=O)C=C(c2ccco2)CC1c1ccccc1 (centres undefined)
→ 5	0.9	-0.86	-5	x	x	x	27	x
CCCCCc1nc2c(=O)n(C)c3ccccc3c2o1
→ 5	0.9	1.1	-7	6	-3	-7	8	-9
COc1ccc(-c2noc(-c3ccc(Cl)cc3)n2)cc1
→ -8	1.1	-0.2	x	3	-3	-2	x	8
CCCC(=O)Nc1ccc2c(c1)nc1n2CCOC1
→ -3	1	-0.16	-1	x	-4	x	8	18
O=C(c1ccc(NS(=O)(=O)c2cccc3cccnc23)cc1)N1CCOCC1
→ x	x	0.29	x	6	-8	-3	x	-10
Cc1nn(C)c(C(=O)NNC(=S)NCc2ccco2)c1Cl
→ x	x	-0.65	x	-5	-2	8	x	-10
Cc1nc(N2CCN(Cc3ccccc3)CC2)nc2c1C(=O)CC(C)C2 (centres undefined)
→ 61*	0.4	0.33	0	3	-5	-4	-10	0
CCCCSc1nnc(C)c(=O)[nH]1
→ -15	1.2	0.74	-8	-7	-6	9	-7	6
Oc1c(Cl)cc(Cl)cc1/C=N/c1nccs1
→ -2	1	4.4*	-8	-6	-8	6	9	-16
O=C(NCc1ccco1)c1cc(-c2ccc(F)cc2)on1
→ 11	0.9	-0.61	-3	x	-10	x	-1	11
COC(=O)C(Cc1c[nH]c2ccccc12)NC(=O)CNC(C)=O (centres undefined)
→ 13	0.9	-0.35	3	0	0	1	14	-2
CC1Oc2ccccc2N(Cc2cccnc2)C1=O (centres undefined)
→ 27	0.7	-1.1	-11	x	x	x	-7	x
Cc1cc(C(=O)CN2C(=O)C3CC=CCC3C2=O)c(C)n1-c1ccccc1 (centres undefined)
→ 33	0.7	0.79	-4	x	x	x	2	x
O=C(CCn1c(=O)[nH]c2ccsc2c1=O)N1CCc2ccccc2C1
→ 19	0.8	1.5	14	x	x	x	0	x
c1ccc2c3c([nH]c2c1)-c1[nH]ncc1CC3
→ 24	0.8	1.2	-3	-2	-1	0	1	4
Cc1ccc(/C=C2\Sc3ccccc3C2=O)s1
→ 94*	0.1	-0.02	9	-10	-3	14	6	9
CCCOC(=O)NC1C(NC(=O)OCCC)N(C)C(=O)N1C (centres undefined)
→ 9	0.9	0.44	-8	-15	-2	13	1	7
Cc1ccc(-n2c(C)nnc2SCC(=O)N2CCc3ccccc3C2)cc1C
→ 2	1	0.7	-2	-7	-6	8	7	19
COc1ccc(NC(C)=O)cc1NC(=O)CN1CCN(S(=O)(=O)c2ccc(C(C)C)cc2)CC1
→ -17	1.2	0.65	-1	x	-8	x	-1	0
CCC1SC2=NC(C)=C(C(=O)OC)C(c3cccs3)N2C1=O (centres undefined)
→ 90*	0.1	-0.062	4	-24	-3	23	9	-6
Cc1ccc(C(=O)C2=C(O)C(=O)N(CCN(C)C)C2c2ccccn2)o1 (centres undefined)
→ x	x	x	x	14	-4	-16	x	18
COc1ccc(C(=O)Nc2oc(-c3ccccc3)c(-c3ccccc3)c2C#N)cc1OC
→ 24	0.8	2.2	15	x	-1	x	18	-15
Cc1cc(C)n(C(=O)CSc2nc3ccccc3o2)n1
→ 44	0.6	-0.97	0	x	x	x	9	x
COc1ccc(OC)c(Nc2cc(C(=O)NCCCN3CCOCC3)c3ccccc3n2)c1
→ -3	1	0.99	-5	6	-7	-6	16	23
c1ccc(-c2nc3ccccn3c2NCc2ccc3c(c2)OCO3)cc1
→ x	x	x	-3	-10	174*	8	3	6
O=C(CNCc1ccco1)Nc1ccccc1-n1cccc1
→ x	x	-0.86	5	10	-2	-12	2	-14
Cc1ccccc1-c1nc(CN2CCC(C(=O)NCCCN3CCCC3)CC2)c(C)o1
→ -22	1.2	1	5	-5	-5	4	6	20
O=C(O)c1ccc(-n2nnnc2Oc2ccccc2C(=O)N2CCOCC2)cc1
→ 12	0.9	-0.28	3	8	0	-3	4	13
Cc1ccc2ncc(NC(=O)c3ccc(F)cc3)c(=O)n2c1
→ 3	1	-0.85	-2	20	-2	-18	5	-40
Cc1nc(NS(=O)(=O)c2ccc(Br)cc2)c2c3c(sc2n1)CCC3
→ 76*	0.2	-0.52	-4	5	-10	-1	33*	-7
Cn1c(=O)c2c(nc(SCC(=O)N(C3CCCCC3)C3CCCCC3)n2C)n(C)c1=O
→ x	x	x	x	12	-5	-12	x	-7
COc1ccc(-c2noc(COc3ccc4c(c3)OCO4)n2)cc1
→ 15	0.8	-1.4	-6	-4	-7	10	8	-8
CC(=O)Nc1ccc(S(=O)(=O)N2CCN(c3ccccn3)CC2)cc1
→ 17	0.8	0.072	8	-10	-4	8	8	-35
CCOC(=O)c1nn(-c2ccc(C)cc2)cc1C(=O)c1ccccc1
→ 66*	0.3	0.99	-1	-11	-1	11	7	-18
Cc1cccc(C)c1OCC(=O)NNC(=O)c1ccoc1C
→ 13	0.9	0.55	-6	5	-2	-6	10	-10
c1ccc(Nc2ccccn2)cc1
→ 22	0.8	-1.1	7	-1	-2	1	-5	19

# Next records follow:
# Under each structure – CYP2C19 inh	CYP2C19 act	hDAT+cocaine	PostGolgi yeast	sEH inhibitor	S1P2 ag	sEH act	PostGolgi ctrl	S1P2 blocker
COc1ccc(C)cc1S(=O)(=O)Nc1ccccc1
→ 24	0.8	-0.51	-7	5	-1	-5	6	-35
O=C(CNC1CCCCCC1)Nc1ccc(N2CCCC2)cc1
→ 8	0.9	x	6	4	-5	-3	22	-9
CCCCCC1CC(=O)N(Cc2ccc(Cl)cc2)C(=O)N1 (centres undefined)
→ 40	0.6	1	-1	-7	-2	6	25	-4
COc1cccc(NC(=O)Nc2ccc3c(c2)N(C)C(=O)CS3)c1
→ 65*	0.4	0.6	-1	22	-7	-23	22	12
Cc1ccccc1C(=O)N1CCN(c2ccc([N+](=O)[O-])c(N3CCOCC3)c2)CC1
→ 55*	0.5	0.52	-14	-6	-5	3	12	1
Cc1ccc(Cl)cc1N1CCN(C(=O)c2ccc(CN3CCOCC3)cc2)CC1
→ 60*	0.4	2.2	4	1	-3	3	28	16
CCOC(=O)Cc1cc(=O)[nH]c(/N=C(/NC(=O)c2ccccc2)Nc2ccccc2C(F)(F)F)n1
→ 5	0.9	-0.39	-10	-11	-2	10	5	-19
CCCN(CCO)CCCc1ccccc1
→ -5	1	0.25	21	1	-2	-1	-8	21
CCCCn1c(-c2ccccc2)cnc1SCC(=O)NCCc1ccc(OC)c(OC)c1
→ 96*	0	1.8	18	x	-2	x	12	8
CC(/C=C/c1ccc2c(c1)OCO2)=N\NC(=O)COc1ccccc1C
→ 2	1	-1.8	0	38	-6	-37	10	23
CCN(CC)c1ccc(NC(=O)C2CCCN(S(=O)(=O)c3cccnc3)C2)c(C)c1 (centres undefined)
→ 27	0.7	-0.2	1	-2	-3	1	15	-9
Cc1oc2c(CN(C)C)c(O)ccc2c(=O)c1-c1cscn1
→ 4	1	0.71	13	-2	-4	1	4	16
CCN1CCN(Cc2c(O)ccc3c(=O)c(-c4ccccc4OC)coc23)CC1
→ -17	1.2	0.013	-24	-7	-2	7	2	15
CCOC(=O)c1nnn(-c2nonc2-n2cccc2)c1C
→ 44	0.6	1.4	4	-29	-1	24	5	0
S=c1[nH]nc(CSc2nc3ccccc3s2)n1C1CCCCC1
→ 38	0.6	0.96	2	1	-1	0	29	15
O=S(=O)(N/N=C/c1c(F)cccc1Cl)c1ccccc1
→ 66*	0.3	-0.37	-12	3	-3	-5	10	15
O=C(Nc1ccc2c(c1)OCO2)N1CCOCC1
→ 9	0.9	-0.47	3	-23	-3	20	-2	-21
CCc1ccc(N(CC(=O)Nc2nc3ccc(C)cc3s2)S(=O)(=O)c2c(C)noc2C)cc1
→ 58*	0.4	0.012	2	-6	-3	4	32*	-3
O=C(O)CNC(=O)CCN1C(=O)c2ccccc2C1=O
→ -4	1	-0.11	-7	3	1	-1	14	6
CCCOc1ccc(C(=O)NC(=S)Nc2nc3ccccc3s2)cc1
→ 8	0.9	0.21	-2	-9	-8	12	4	0
CC(=O)NC1(c2cccc(F)c2)CCN(CC(=O)NC(C)C)CC1
→ 4	1	0.033	7	-3	-7	2	2	30
Cc1ccc(-c2nc(C#N)c(NCc3ccco3)o2)cc1
→ 40	0.6	-2.8*	-4	x	x	x	24	x
COc1cccc(OC)c1-c1nn2c(-c3cc(-c4ccccc4)n[nH]3)nnc2s1
→ 56*	0.4	0.47	-7	0	-8	0	-2	-3
Cc1ccc(C2CC(c3cccc(C)c3)n3nc(N)nc3N2)cc1 (centres undefined)
→ 45	0.5	0.03	-8	x	x	x	8	x
Cc1cccc(NC(=O)CSc2nnc(-c3ccco3)o2)c1C
→ 24	0.8	-0.94	4	5	-3	-5	-1	-5
Cn1c(NC(=O)c2cc(Cl)ccc2Cl)cc(=O)n(C)c1=O
→ 26	0.7	-0.14	8	-14	-9	15	20	-2
O=C1NC(c2ccccc2Cl)Nc2ccccc21 (centres undefined)
→ 8	0.9	-0.46	5	3	-5	-3	3	17
Cc1ccc2nc(C)/c(=N\O)c(C)nc2c1
→ -8	1.1	0.54	1	-4	-6	4	17	5
COC(=O)CNC(=O)c1nn(-c2cccc(OC)c2)c(=O)c2ccccc12
→ 3	1	0.45	4	x	x	x	12	x
CC1Cc2ccccc2N1S(=O)(=O)c1cccs1 (centres undefined)
→ 81*	0.2	-0.63	0	8	0	-5	7	-20
CCN1C(=O)C(NC(C)=O)c2cc(Br)ccc21 (centres undefined)
→ -14	1.1	-0.14	-20	-2	-3	2	-1	-2
